Screens deposited in PubChem BioAssay by National Center for Advancing Translational Sciences (NCATS).
Mito fusion act: qHTS Assay for Small Molecule Inhibitors of Mitochondrial Division or Activators of Mitochondrial Fusion; S. cerevisiae fusion-defective mutant growth rescue, CellTiterGlo 48 h; Potency, µM (doses to about 46.1 µM), inactives show at the highest dose growth rescue (activation), most hits filed as activators; 320,000 tested, 0.23% active; AID 485298, 2010;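 note: potency is the fitted concentration of half-maximal effect; % of control where 0% means no effect; nearly all actives have a fitted effect of over 45% in size; temperature-sensitive fusion mutants such as fzo1-1 at 37 °C on non-fermentable ethanol glycerol medium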
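Yeast fusion mutant, YPEG (non-fermentable carbon), compound, 48 h at 37C non-permissive; CellTiterGlo added, 10 min RT, luminescence read. Rescued growth = division inhibition.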
PKM2 act: qHTS Assay for Activators of Human Muscle isoform 2 Pyruvate Kinase | purified PKM2, Kinase-Glo ATP luminescence, activation; response scale: 0% is enzyme alone, no compound | 260,000 tested, 0.34% active | Pyruvate kinase PKM (Homo sapiens), P14618 | Potency, µM (titrated, usually from 57.5 µM), inactives show at the top dose activation, hits mostly activators; note: potency is the fitted concentration of half-maximal effect; % is set by controls: 0 for no effect and ±100 for the full control effect; nearly all actives have a fitted effect of over 55% in size
Target sequence (P14618 whole entry, looked up, canonical isoform): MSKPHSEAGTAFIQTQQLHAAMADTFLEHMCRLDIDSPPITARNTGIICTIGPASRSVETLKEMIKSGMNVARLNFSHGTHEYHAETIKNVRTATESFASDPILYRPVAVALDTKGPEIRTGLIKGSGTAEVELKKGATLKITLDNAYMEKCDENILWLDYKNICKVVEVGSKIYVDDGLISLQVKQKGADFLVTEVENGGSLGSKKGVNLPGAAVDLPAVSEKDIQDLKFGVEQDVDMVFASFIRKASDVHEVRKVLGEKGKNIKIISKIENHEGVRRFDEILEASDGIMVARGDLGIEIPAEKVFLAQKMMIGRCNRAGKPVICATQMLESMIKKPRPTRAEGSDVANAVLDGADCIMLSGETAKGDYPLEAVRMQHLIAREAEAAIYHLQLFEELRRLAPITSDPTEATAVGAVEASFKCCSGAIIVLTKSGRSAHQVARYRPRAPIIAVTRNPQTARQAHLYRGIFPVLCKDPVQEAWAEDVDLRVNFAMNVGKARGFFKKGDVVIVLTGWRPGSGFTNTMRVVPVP
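Purified hPK-M2 (>95% pure) converted ADP (0.1 mM final) to ATP with 0.5 mM PEP in 50 mM imidazole pH7.2, KCl, MgCl2, Tween 20, BSA; 1 h at room temperature. ATP detected by Kinase-Glo luminescence.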
KCNH2 3.1 inh: qHTS for Inhibitors of KCHN2 3.1: Mutant qHTS; activity change, % (tested at about 1.8 µM); 340,000 tested, 0.95% active; U2OS KCNH2 3.1, thallium flux FluxOr; stronger effect = lower value;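 active = maximum activity change below -70%; inconclusive = maximum activity change from -70% to -50%; inactive = maximum activity change above -50%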;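 note: thallium influx rate constant from kinetic fluorescence after stimulation buffer; % is set by controls: 0 for no effect and ±100 for the full control effect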
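FluxOr-based Tl+ influx in U2OS cells transduced with KCNH2 3.1 virus; rate constants normalized to DMSO controls.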
FLuc modulator: qHTS profiling assay for firefly luciferase inhibitor/activator using purifed enzyme and Km concentrations of substrates (counterscreen for miR-21 project); Luciferin 4-monooxygenase (Photinus pyralis), P08659; purified FLuc, Km substrates, luminescence inhibition; Potency, µM (titrated, usually from 57.5 µM), for inactives: at the top dose activity change, negative = inhibition, most hits filed as inhibitors; 360,000 tested, 6.9% active;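 note: potency is the fitted concentration of half-maximal effect; plate controls were vehicle for no effect and reference inhibitor for full effect; nearly all actives have a fitted effect of over 55% in size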
Target sequence (P08659 whole entry, looked up): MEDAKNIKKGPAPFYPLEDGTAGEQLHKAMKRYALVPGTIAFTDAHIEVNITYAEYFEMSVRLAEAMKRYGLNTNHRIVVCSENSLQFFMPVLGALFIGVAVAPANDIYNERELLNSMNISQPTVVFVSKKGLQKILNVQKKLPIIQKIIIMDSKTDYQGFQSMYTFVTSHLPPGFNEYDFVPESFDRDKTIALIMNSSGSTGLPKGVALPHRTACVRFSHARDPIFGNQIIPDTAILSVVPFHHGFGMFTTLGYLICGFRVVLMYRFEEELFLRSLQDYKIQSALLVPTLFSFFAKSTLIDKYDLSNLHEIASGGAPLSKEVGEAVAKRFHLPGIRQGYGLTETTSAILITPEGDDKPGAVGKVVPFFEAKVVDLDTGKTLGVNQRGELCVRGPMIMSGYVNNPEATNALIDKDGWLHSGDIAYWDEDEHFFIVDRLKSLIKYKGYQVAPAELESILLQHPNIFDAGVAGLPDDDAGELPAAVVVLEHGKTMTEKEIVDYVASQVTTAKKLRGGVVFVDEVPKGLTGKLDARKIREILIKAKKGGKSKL
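Purified P. pyralis luciferase, 10 nM final, with Km-level 10 uM D-luciferin and 10 uM ATP in 50 mM Tris acetate pH 7.5, 10 mM Mg acetate, 0.01% Tween-20, 0.05% BSA; 6-point qHTS titration about 60 µM downward; luminescence read.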
NPC1 prom act: qHTS Assay for NPC1 Promoter Activators | Huh7 NPC1 promoter luciferase reporter, 24 h | Potency, µM (titrated, usually from 9.22 µM), inactives show top-dose activation, hits mostly activators | 320,000 tested, 2.4% active;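 note: potency is the fitted concentration of half-maximal effect; % of control where 0% means no effect; nearly all actives have a fitted effect of over 60% in size; reporter is driven by a mutant NPC1 promoter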
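Readout is luciferase luminescence, reflecting NPC1 promoter activation in stably transfected Huh7 cells after 24 h compound exposure at 37 °C in reduced-serum medium with 10% FBS.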
Rab9 prom act: qHTS Assay for Rab9 Promoter Activators; 320,000 tested, 2.8% active; Huh7 Rab9 promoter-luciferase reporter, luminescence, 24 h; AID 485297, 2010; Potency, µM (top dose mostly 9.22 µM), for the others: top-dose activation, negative = inhibition, most hits filed as activators; note: potency is the fitted concentration of half-maximal effect; % of control where 0% means no effect; nearly all actives have a fitted effect of over 60% in size
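Cell-based reporter: Huh7 stable for Rab9 promoter-driven luciferase, plated in reduced-serum medium with 10% FBS at 1500 cells/well, compound-treated 24 h at 37 °C, luminescence read after 10 min reagent.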
VP16 counter: VP16 counterscreen qHTS for inhibitors of ROR gamma transcriptional activity | Drosophila S2 Gal4-VP16 UAS-luciferase, luminescence, 20 h | Potency, µM (highest dose often 53.6 µM), for inactives: at the highest dose activity, negative = inhibition, usual class: inhibitors | 310,000 tested, 3.5% active | AID 2546, 2010;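 note: Gal4-VP16 expression switched on by copper sulfate through the metallothionein promoter; potency is the fitted concentration of half-maximal effect; % is set by controls: 0 for no effect and ±100 for the full control effect; nearly all actives have a fitted effect of over 50% in size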
RORg inh: qHTS for inhibitors of ROR gamma transcriptional activity; Nuclear receptor ROR-gamma (Mus musculus), P51450; Drosophila S2 Gal4-RORgamma UAS-luciferase reporter, 20 h; Potency, µM (highest dose often 53.6 µM), without a hit: at the highest dose activity change, negative = inhibition, most hits filed as inhibitors; 310,000 tested, 5.4% active; AID 2551, 2010; note: potency is the fitted concentration of half-maximal effect; % is set by controls: 0 for no effect and ±100 for the full control effect; nearly all actives have a fitted effect of over 60% in size
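Drosophila S2 cells stably expressing Gal4-DBD/mouse RORγ fusion under metallothionein promoter plus UAS-luciferase; compound 1 h, then 700 uM CuSO4 induction for 20 h at ambient temperature; inhibition read as reduced luminescence.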
ELG1 repair inh: qHTS screen for small molecules that inhibit ELG1-dependent DNA repair in human embryonic kidney (HEK293T) cells expressing luciferase-tagged ELG1 | HEK293T ELG1-luciferase reporter, luminescence, 16 h; DNA damage induced by 5-fluorouridine | Potency, µM (titrated, usually from 46.1 µM), for the others: at the top dose activity change, negative = inhibition, usual class: inhibitors | 330,000 tested, 2.3% active | AID 504467, 2011; note: potency is the fitted concentration of half-maximal effect; % is set by controls: 0 for no effect and ±100 for the full control effect; nearly all actives have a fitted effect of over 55% in size
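Quantitative HTS, concentration-response format. 2,000 cells/well co-treated with 5-fluorouridine and compound, 16 hr in 5% CO2 at 37 °C; ONE-Glo luminescence read after 30 min.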
Menin-MLL TR inh: qHTS Assay for Inhibitors Targeting the Menin-MLL Interaction in MLL Related Leukemias: Competition With Texas Red Labeled MLL-derived Mutant Peptide. Menin + Texas Red MLL mutant peptide, fluorescence polarization. Potency, µM (highest dose often 61.6 µM), inactives show at the highest dose FP activity change, negative = inhibition, usual class: inhibitors. 270,000 tested, 0.23% active. AID 1768, 2009; active = well fitted inhibition curve with a large enough effect in the polarisation, with a control signal flat, not every such curve was filed as active; inconclusive = small, poorly fitted or top-dose-only effect, or effect the other way, or a change in a side signal; inactive = no such curve, though single readings can be large or run the other way; the % refers to the polarisation; note: potency is the fitted concentration of half-maximal effect; % of control where 0% means no effect; many of its hits are not listed in these tables
MBNL1 CUG block: qHTS Assay for Inhibitors of MBNL1-poly(CUG) RNA binding; Muscleblind-like protein 1 (Homo sapiens), Q9NR56; TR-FRET MBNL1-His/biotin-(CUG)12 binding, 665/545 ratio; Potency, µM (top dose mostly 57.5 µM), without a hit: top-dose activity change, negative = inhibition, hits mostly inhibitors; 280,000 tested, 0.036% active; AID 2675, 2010; active = well fitted inhibition curve with a large enough effect in the signal ratio, with a control signal flat, not every such curve was filed as active; inconclusive = small, poorly fitted or top-dose-only effect, or effect the other way, or a change in a side signal; inactive = no such curve, though single readings can be large or run the other way; the % refers to the signal ratio; note: potency is the fitted concentration of half-maximal effect; % is set by controls: 0 for no effect and ±100 for the full control effect
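Inhibition of protein-RNA binding appears as loss of TR-FRET between terbium anti-His antibody on MBNL1-His and streptavidin-XL665 on biotin-(CUG)12. Activity is normalized to buffer-only and uninhibited-complex controls.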
The depositor's hits bear a star; [ ] = remark or other dose. Unless noted, calls come from the whole dose curve; as a rule, active = well fitted curve in the direction sought with a large enough effect; inconclusive = small, poorly fitted or top-dose-only effect, or another doubt; inactive = no such curve, though single readings can be large; an effect the other way counts as inactive or inconclusive. A portion of the library; count on the stated rates, not on these rows.

How did Cc1ccc(-c2nc(SC(C)C(=O)N3CCCC3)n[nH]2)cc1 (stereo unspecified) do in these assays?
Mito fusion act: -9%; KCNH2 3.1 inh: -3; FLuc modulator: -1%; NPC1 prom act: -2%; Rab9 prom act: -2%; ELG1 repair inh: 21%

What do the screens show for `CN(CC1CCOCC1)C(=O)CC1C(=O)NCCN1C/C=C/c1ccccc1` (stereo unspecified)?
Mito fusion act: 2%; PKM2 act: -1%; KCNH2 3.1 inh: -1; FLuc modulator: 1%; NPC1 prom act: -4%; Rab9 prom act: -4%; VP16 counter: -13%; RORg inh: 1%; ELG1 repair inh: 8%; Menin-MLL TR inh: 1%; MBNL1 CUG block: 7%

How did COc1ccc(C(C(=O)NCC2CCCO2)N(C(=O)CNC(=O)c2ccco2)c2ccccc2)cc1OC (stereo unspecified) do in these assays?
Mito fusion act: -4%; PKM2 act: 2%; KCNH2 3.1 inh: 2; FLuc modulator: -1%; NPC1 prom act: 0%; Rab9 prom act: -4%; VP16 counter: 8%; RORg inh: -24%; ELG1 repair inh: 15%; Menin-MLL TR inh: -2%; MBNL1 CUG block: -3%

How did Cc1ccc(OCC(=O)NCCO)cc1C do in these assays?
Mito fusion act: 1%; PKM2 act: -1%; KCNH2 3.1 inh: -5; FLuc modulator: -3%; NPC1 prom act: -1%; Rab9 prom act: 23%; VP16 counter: 2%; RORg inh: 3%; ELG1 repair inh: 20%; Menin-MLL TR inh: -4%; MBNL1 CUG block: -6%

How did O=C(Oc1cccc(-n2cnnn2)c1)c1ccco1 do in these assays?
Mito fusion act: -4%; PKM2 act: 8%; KCNH2 3.1 inh: 7; FLuc modulator: 4%; NPC1 prom act: -2%; Rab9 prom act: -2%; VP16 counter: -11%; RORg inh: inconclusive; ELG1 repair inh: -2%; Menin-MLL TR inh: 2%; MBNL1 CUG block: -13%

How did Cc1ccc(S(=O)(=O)Oc2ccccc2N2C(=O)C3C4CCC(C4)C3C2=O)cc1 (stereo unspecified) do in these assays?
Mito fusion act: -1%; PKM2 act: 1%; KCNH2 3.1 inh: 8; FLuc modulator: 5%; NPC1 prom act: -3%; Rab9 prom act: -7%; VP16 counter: 6%; RORg inh: -12%; ELG1 repair inh: 17%; Menin-MLL TR inh: -5%; MBNL1 CUG block: 1%

What do the screens show for `CCC(CC)C(=O)OCC(=O)Nc1cccc([N+](=O)[O-])c1`?
Mito fusion act: 0%; PKM2 act: -21%; KCNH2 3.1 inh: -7; FLuc modulator: -9%; NPC1 prom act: 0%; Rab9 prom act: -3%; VP16 counter: 7%; RORg inh: 36%; ELG1 repair inh: inconclusive; Menin-MLL TR inh: 18%; MBNL1 CUG block: inconclusive

Results for C=CCN1C(=O)C2(OCCCO2)c2cccc(C)c21 ?
Mito fusion act: -1%; PKM2 act: -3%[11.5 µM]; KCNH2 3.1 inh: -14; FLuc modulator: 0%; NPC1 prom act: -2%; Rab9 prom act: 2%; VP16 counter: 4%; RORg inh: 14%; ELG1 repair inh: -2%; Menin-MLL TR inh: 3%; MBNL1 CUG block: -3%

Results for CCOC(=O)c1cnc(SSc2ncc(C(=O)OCC)c(N)n2)nc1N ?
Mito fusion act: -2%; PKM2 act: 2%; KCNH2 3.1 inh: 6; FLuc modulator: inconclusive; NPC1 prom act: -2%; Rab9 prom act: 0%; VP16 counter: 11µM*; RORg inh: 10µM*; ELG1 repair inh: inconclusive; Menin-MLL TR inh: 1%; MBNL1 CUG block: -5%

How did CC(C)CN1C(=O)c2ccc(NC(=O)C3CC3)cc2C1=O do in these assays?
Mito fusion act: 3%; PKM2 act: -1%; KCNH2 3.1 inh: 0; FLuc modulator: 2%; NPC1 prom act: 21%; Rab9 prom act: 11%; ELG1 repair inh: -6%; Menin-MLL TR inh: -4%; MBNL1 CUG block: 5%

What do the screens show for `CCCCN=C1NC(=O)C(CC(=O)Nc2ccc(Cl)cc2)S1` (stereo unspecified)?
Mito fusion act: 3%; PKM2 act: -4%; KCNH2 3.1 inh: -1; FLuc modulator: 1%; NPC1 prom act: -3%; Rab9 prom act: -2%; VP16 counter: -5%; RORg inh: 21%; ELG1 repair inh: -16%; Menin-MLL TR inh: -3%; MBNL1 CUG block: -4%

What do the screens show for `COc1ccc(S(=O)(=O)N2CCC(C(=O)N3CCc4ccccc4C3)CC2)cc1OC`?
Mito fusion act: 2%; PKM2 act: -1%; KCNH2 3.1 inh: -26; FLuc modulator: -1%; NPC1 prom act: -1%; Rab9 prom act: 1%; VP16 counter: 0%; RORg inh: 6%; ELG1 repair inh: inconclusive; Menin-MLL TR inh: -8%; MBNL1 CUG block: -2%

Results for Cc1ccc(Cl)cc1N(CC(=O)NCc1ccccc1)S(C)(=O)=O ?
Mito fusion act: 4%; PKM2 act: 0%; KCNH2 3.1 inh: 3; FLuc modulator: 0%; NPC1 prom act: -1%; Rab9 prom act: -1%; VP16 counter: 2%; RORg inh: 3%; ELG1 repair inh: -1%; Menin-MLL TR inh: inconclusive; MBNL1 CUG block: -3%

Results for C/C(=N\NC(=O)c1ccccc1F)c1ccc2c(c1)Nc1ccccc1S2 ?
Mito fusion act: -15%; PKM2 act: -5%; KCNH2 3.1 inh: 9; FLuc modulator: -19%; NPC1 prom act: 0%; Rab9 prom act: 0%; VP16 counter: inconclusive; RORg inh: inconclusive; ELG1 repair inh: inconclusive; Menin-MLL TR inh: inconclusive; MBNL1 CUG block: 20%

How did CN(Cc1ccccc1F)C(=O)CCCNC(=O)c1ccc(Cl)cc1 do in these assays?
Mito fusion act: inconclusive; KCNH2 3.1 inh: 1; FLuc modulator: 2%; NPC1 prom act: -4%; Rab9 prom act: -5%; VP16 counter: -7%; RORg inh: 1%; ELG1 repair inh: 0%; Menin-MLL TR inh: -3%; MBNL1 CUG block: -7%

What do the screens show for `COc1ccc(S(=O)(=O)NCC2CCCN(C(=O)c3cccs3)C2)cc1` (stereo unspecified)?
Mito fusion act: 2%; PKM2 act: 1%; KCNH2 3.1 inh: -12; FLuc modulator: -2%; NPC1 prom act: -4%; Rab9 prom act: 2%; VP16 counter: 0%; RORg inh: -2%; ELG1 repair inh: -4%; Menin-MLL TR inh: -7%; MBNL1 CUG block: -3%

How did Cc1ccc(S(=O)(=O)N(C)C)cc1NC(=O)CN1C(=O)NC(Cc2ccccc2)C1=O (stereo unspecified) do in these assays?
Mito fusion act: -3%; KCNH2 3.1 inh: -5; FLuc modulator: 0%; NPC1 prom act: -4%; Rab9 prom act: -3%; ELG1 repair inh: 6%

Results for COc1ccc(NC(=O)c2ccc(OC)cc2)cc1 ?
Mito fusion act: -1%; PKM2 act: -9%; KCNH2 3.1 inh: 31; FLuc modulator: 4.8µM*; NPC1 prom act: 1.8µM*; Rab9 prom act: 1.4µM*; VP16 counter: inconclusive; RORg inh: 0%; ELG1 repair inh: inconclusive; Menin-MLL TR inh: 1%; MBNL1 CUG block: 2%

Results for CC(C)Cc1nc2sc3c(c2c(=O)n1N)CC(C)(C)OC3 ?
Mito fusion act: 1%; PKM2 act: 0%; KCNH2 3.1 inh: -13; FLuc modulator: -16%; NPC1 prom act: -5%; Rab9 prom act: 11%; VP16 counter: -13%; RORg inh: inconclusive; ELG1 repair inh: inconclusive; MBNL1 CUG block: -3%
